Screening data (PubChem)
Hck-Nef inh – human Hck-Nef kinase inhibition | P08631 | Recombinant Hck-YEEI plus Nef, Z-Lyte FRET kinase assay | inhibition, % at 20 µM | actives 0.68% (n = 220,000);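 active means Hck-Nef kinase inhibition above about 50%, limit read from the data; inactive means inhibition below that limit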;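 further: 0% = DMSO with Hck plus Nef and 100% = Hck alone without Nef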
NPY-Y2 PAM-ag – potentiates or activates human NPY-Y2 receptor | cells expressing NPY-Y2, potentiator/agonist read-out | P49146 | actives 0.45% (n = 220,000) | activation, % at 3.6 µM | AID 1359; in the data active means activation above about 27%;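 further: cells stimulated with NPY near EC25 plus isoproterenol at EC100; 0% = vehicle plus submaximal agonist and 100% = vehicle plus saturating agonist; some results beyond the cut were filed as inactive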
Target sequence (P49146 whole entry, looked up): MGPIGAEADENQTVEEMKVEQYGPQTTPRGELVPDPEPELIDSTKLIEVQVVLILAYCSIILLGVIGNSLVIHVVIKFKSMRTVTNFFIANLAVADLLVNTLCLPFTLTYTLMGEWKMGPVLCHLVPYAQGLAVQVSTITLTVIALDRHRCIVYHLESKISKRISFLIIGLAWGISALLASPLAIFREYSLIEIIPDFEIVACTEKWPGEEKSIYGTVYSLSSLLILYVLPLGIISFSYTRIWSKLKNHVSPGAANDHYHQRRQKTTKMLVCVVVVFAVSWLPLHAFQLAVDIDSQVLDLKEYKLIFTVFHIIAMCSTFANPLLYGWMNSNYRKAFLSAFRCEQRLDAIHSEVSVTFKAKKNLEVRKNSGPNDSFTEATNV
p97 ATPase inh – blocks human p97 ATPase activity | recombinant p97 ATPase, Kinase-Glo ATP luminescence, 3 h | P55072 | actives 0.42% (n = 220,000) | inhibition, % at 8 µM; in the data active means inhibition above about 15%;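 further: 0% = DMSO vehicle and 100% = wells lacking enzyme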
NPY1 pot ag – human NPY-Y1 potentiation or agonism, primary screen; P25929; NPY-Y1 expressing cells, potentiator/agonist activation; activation, % at 3.6 µM; actives 0.37% (n = 220,000); AID 1304; in the data active means activation above about 33%, passing the limit was not always enough;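 further: cells stimulated with NPY at EC10 then isoproterenol at EC100; 0% = low agonist plus stimulus and 100% = saturating agonist plus stimulus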
NPY Y1 blocker – NPY-Y1 (human) receptor antagonism; AID 1040; HEK293-CNG Y1 cells, membrane potential fluorescence; NPY at EC95, then isoproterenol; P25929; actives 1% (n = 200,000); inhibition, % at 3.6 µM;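 active means inhibition above the campaign mean inhibition of all tested compounds plus 3 SD, cut at about 20% in these data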;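 further: 0% = DMSO wells given NPY plus isoproterenol and 100% = isoproterenol alone without NPY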
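Benchmarks – high control isoproterenol alone, low control NPY with isoproterenol · Material – HEK293 Y1/CNG channel cell line · Times – dye 3 h, compound 60 min room temperature, stimulation 45 min · Probe or stimulus – NPY (25 nM), isoproterenol (1 µM), Ro 20-1724 (25 µM) · Evaluation – % inhibition of NPY effect · Signal – fluorescence, membrane potential probe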
RBBP9 inhibitor – blocks human serine hydrolase RBBP9; O75884; recombinant RBBP9, FP-Rh probe fluorescence polarization; inhibition, % at 7.94 µM; actives 0.2% (n = 220,000); AID 1515;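 active means inhibition above the campaign mean of all tested compounds plus 3 SD, cut at about 14% in these data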;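 further: plate controls were DMSO wells with RBBP9 for no effect and wells lacking RBBP9 protein for full effect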
Target sequence (O75884 whole entry, looked up): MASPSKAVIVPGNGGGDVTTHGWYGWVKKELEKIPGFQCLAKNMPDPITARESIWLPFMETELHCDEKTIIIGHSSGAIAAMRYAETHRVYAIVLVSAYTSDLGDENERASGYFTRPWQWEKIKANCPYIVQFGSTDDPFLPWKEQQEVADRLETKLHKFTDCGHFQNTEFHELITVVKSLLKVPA
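Controls: DMSO-treated enzyme wells and wells lacking RBBP9 | Material: RBBP9 protein | Technique: Fluorescence polarization | Replication: Single well per compound, no replicates | Buffer or medium: Tris-NaCl-Pluronic buffer, pH 8.0 | Timing: 30 min compound preincubation, 45 min probe labeling, 25 °C | Read-out basis: Percent inhibition from mP, scaled between DMSO and no-protein wells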
Mdm2 ligase inh – blocks human Mdm2 ubiquitin ligase activity. Q00987. cell-based MDM2 ubiquitination luciferase reporter, 2 h; 0 = plate control, 100 = twice control, blank-subtracted. signal enhancement, % at 5 µM. actives 0.11% (n = 210,000). AID 1230;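 active means signal enhancement of 30% or more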;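 further: luminescence tracks abundance of the self-degrading MDM2-luciferase fusion protein; higher signal means inhibition of MDM2 E3 ligase activity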
Target sequence (Q00987 whole entry, looked up, the tested form may be a part): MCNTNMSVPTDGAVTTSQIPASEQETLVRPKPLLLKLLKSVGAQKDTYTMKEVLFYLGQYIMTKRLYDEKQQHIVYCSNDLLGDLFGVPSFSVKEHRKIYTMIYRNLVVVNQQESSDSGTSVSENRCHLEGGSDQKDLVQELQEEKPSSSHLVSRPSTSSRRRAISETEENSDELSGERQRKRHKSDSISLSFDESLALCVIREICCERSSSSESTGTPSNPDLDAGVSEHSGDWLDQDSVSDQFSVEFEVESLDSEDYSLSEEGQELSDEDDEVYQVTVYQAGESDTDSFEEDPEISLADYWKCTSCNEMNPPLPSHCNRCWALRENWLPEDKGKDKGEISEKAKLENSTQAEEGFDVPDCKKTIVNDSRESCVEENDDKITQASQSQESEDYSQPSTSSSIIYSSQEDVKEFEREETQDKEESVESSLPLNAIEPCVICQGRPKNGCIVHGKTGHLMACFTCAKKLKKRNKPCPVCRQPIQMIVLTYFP
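system = mammalian cells stably expressing self-ubiquitinating, self-degrading MDM2 E3–luciferase fusion | quantity = 2000 cells per well seeded | incubation = 4 h cell settling then 2 h compound exposure, 37 °C | signal = SteadyLite luminescence, 15 min reagent step | benchmarks = plate control and blank wells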
Runt-CBFb FRET – Runt domain-CBFb interaction inhibition; actives 0.46% (n = 220,000); AID 1496; Cerulean-Runt/Venus-CBFb FRET ratio 530/480, 1 h; Q01196+Q13951; inhibition, % at 20 µM;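 active means inhibition over about 50% at 20 µM in the single-dose screen, limit read from the data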;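 further: 0% = DMSO wells and 100% = excess unlabeled CBFb competitor control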
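test system = Cerulean-tagged RUNX1 Runt domain (FRET donor) fusion protein | reagent = Venus-CBFb binding partner, 100 nM | incubation = protein complex preformed 1 h, compound exposure 1 h, room temperature, dark | detection = FRET fluorescence | read-out basis = loss of energy transfer signal | controls = 5 µM unlabeled CBFb as full-inhibition high control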
Runt-SMMHC FRET – Runt domain-CBFb-SMMHC interaction inhibition. Q01196+Q13951. Cerulean-Runt/Venus-CBFb-SMMHC FRET ratio 530/480, 1 h. inhibition, % at 20 µM. actives 0.74% (n = 220,000). AID 1434;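 active means mean inhibition across duplicate retests at 20 µM reaching about 50%, limit read from the data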;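 further: 0% = DMSO wells and 100% = wells with excess untagged CBFb-SMMHC; inhibitors lower the FRET ratio by blocking Runt binding to CBFb-SMMHC; some results filed as inactive read as strong as hits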
* = called active by the depositor; · = no result given.

SMILES | Hck-Nef inh | NPY-Y2 PAM-ag | p97 ATPase inh | NPY1 pot ag | NPY Y1 blocker | RBBP9 inhibitor | Mdm2 ligase inh | Runt-CBFb FRET | Runt-SMMHC FRET
CCOc1ccc(Br)cc1S(=O)(=O)Nc1ccc(C(=O)Nc2ccccc2OC)cc1 | 4 | 6 | 5 | 1 | 4 | -11 | 4 | -4 | -2
COC(=O)C1=C(C)N(Cc2ccccc2)C(=O)N[C@H]1c1cccs1 | 26 | · | · | · | · | · | 9 | 1 | -1
O=C(O)C1CC(=O)N(C2CCCCCC2)C1 (stereo unspecified) | -10 | 4 | 5 | 17 | 1 | 0 | -6 | 0 | 0
O=C(NCc1ccccn1)c1cccc(NS(=O)(=O)c2cccc(Cl)c2)c1 | 1 | 4 | -5 | -3 | 4 | -12 | -3 | 0 | -2
O=C1C=C(NCc2ccc(Cl)cc2Cl)C2(CCCCC2)O1 | -1 | 8 | -2 | -19 | 26* | -8 | -7 | 0 | 2
O=c1c2ccc(Cl)cc2[nH]c(=S)n1CCCN1CCOCC1 | 17 | -10 | -2 | -13 | 6 | -11 | -9 | 1 | 1
O=C(NCCOc1ccccc1)c1cncc(Br)c1 | 7 | -7 | 3 | 1 | 1 | -8 | -9 | 1 | -2
O=C(CSc1nnc(-c2ccc3c(c2)OCCO3)o1)NC1CCCCC1 | -19 | 5 | 4 | -2 | 2 | 3 | · | -2 | 2
Cc1cc(C)n(CCN(C)c2nc3nonc3nc2N2CCCCC2)n1 | -10 | -5 | 0 | -4 | 2 | -4 | -17 | -1 | 4
Cn1cc(S(=O)(=O)NCc2ccc(Cl)cc2)c(=O)n(C)c1=O | 15 | 10 | 3 | 20 | · | -7 | -76 | 3 | 1
Cc1cc(NC(=O)CSc2nnc(-c3cccnc3)n2Cc2ccccc2)no1 | -7 | -20 | 1 | -2 | 0 | -3 | -12 | -2 | -2
CO/N=C/NC(=O)c1ccc([N+](=O)[O-])c(CS(=O)(=O)c2ccc(Cl)cc2)c1 | 0 | 9 | 1 | 1 | -1 | -3 | -13 | 1 | 2
COc1ccc(CCNC(=O)CSc2nncs2)cc1 | -4 | -1 | 6 | 16 | 2 | -6 | 5 | -2 | -1
O=C(Nc1ccccc1)N1CCN(Cc2ccc(Cl)cc2)CC1 | -19 | 0 | 2 | 2 | -2 | 8 | -11 | 1 | 0
CCCOC(=O)c1cc(=O)[nH]c2ccccc12 | 1 | 7 | 1 | 16 | -2 | 0 | 3 | 0 | 2
Cc1ccc(C(=O)Nc2cccnc2)cc1S(=O)(=O)N1CCOCC1 | -2 | -1 | 1 | -17 | 4 | -2 | -25 | 1 | -6
COc1ccc(CCn2nnnc2C(c2ccc(Cl)cc2)N2CCN(C)CC2)cc1OC (stereo unspecified) | 0 | 12 | 6 | -7 | -4 | -11 | -11 | 1 | -2
CCN(CC)CCCn1c(=S)[nH]c2cc(Cl)ccc2c1=O | 1 | -12 | 0 | -25 | 1 | -3 | -1 | 4 | 1
CC1=C(C(=O)OC(C)C)C(c2cccc(F)c2)n2ncnc2N1 (stereo unspecified) | 19 | -3 | 2 | -1 | -2 | 0 | -12 | 0 | 2
O=C(COc1cccc(Cl)c1)N/N=C\c1cc2ccccc2nc1Cl | 10 | 15 | 7 | -18 | 4 | -1 | -6 | -4 | -3
COC(=O)c1ccc(NC(=S)NC(=O)c2c(-c3ccccc3)noc2C)cc1 | 4 | -31 | 4 | -31 | · | -8 | 2 | 2 | 4
CCN(CC)c1nc(N)c2c(N)n(-c3ccccc3C)c(=S)c(C#N)c2c1C#N | 0 | 11 | -3 | -28 | 8 | 3 | 24 | 1 | 0
O=C(Nc1nnc(-c2ccccc2Cl)s1)C1CCN(S(=O)(=O)c2ccc(Cl)cc2)CC1 | 3 | 2 | 0 | -5 | -3 | 6 | 0 | 1 | -2
CCOC(=O)N1CCN(C(=O)c2ccc(OCC)c(OCC)c2)CC1 | 7 | 8 | 3 | -10 | -1 | 3 | 3 | 0 | -4
Cc1c(C#N)c2ncn(Cc3ccccn3)c(=O)c2n1-c1ccccc1 | 1 | -3 | 2 | -28 | -1 | -5 | -15 | 0 | -5
CCC(=O)NC(=S)Nc1ccccc1C(F)(F)F | 4 | -15 | -3 | -9 | 0 | -7 | · | · | ·
O=C(O)c1cccc(NC(=S)N/N=C/c2cccnc2)c1 | 22 | 6 | 3 | 15 | -2 | -11 | -3 | 4 | -1
CCCCCCNC(=O)CC(NS(=O)(=O)c1ccc(NC(C)=O)cc1)C(C)C (stereo unspecified) | 4 | 12 | 0 | -26 | 3 | 2 | 3 | -3 | 2
OCc1ccccc1NC(=S)Nc1cccnc1 | -1 | -6 | -1 | -27 | -2 | 3 | -25 | 1 | -3
CS(=O)(=O)C1=NSC2=NC(=O)/C(=C\c3cccn3-c3ccc(Cl)cc3)C(=N)N21 | 7 | 4 | -4 | 2 | 2 | -17 | -9 | -3 | 2
Cn1c(O)c(C2=c3ccccc3=NC2=O)[nH]c1=S | 1 | 7 | 6 | -1 | 1 | -1 | 7 | -2 | -6
Cc1nc2ccccn2c1C(=O)NC1CCCCC1 | -3 | 5 | -1 | -13 | -1 | -5 | -12 | 3 | 0
Cc1ccc(C(C)C)c(OCC(=O)N/N=C/C2CCCCC2)c1 | 13 | 0 | -7 | 1 | 6 | -3 | -24 | -5 | -1
Cc1ccc(/C=N/NC(=O)Cn2nccc2C)o1 | -1 | -4 | 11 | 11 | -2 | 0 | -14 | 0 | 26
COc1cccc(NC(=S)N(CCc2c(C)[nH]c3ccc(C)cc23)Cc2cccs2)c1 | -6 | 10 | 2 | 6 | -1 | -3 | · | -1 | -7
O=[N+]([O-])c1cccc2c(N3CCCC3)ccnc12 | 1 | 13 | 2 | 14 | 2 | 2 | -24 | 0 | 1
O=c1c2cnn(-c3ccccc3)c2ncn1CCc1ccccc1 | -10 | -15 | -3 | 9 | 10 | -8 | -7 | -2 | 4
Cn1cc(Br)c(C(=O)N2CCc3ccccc32)n1 | 1 | -2 | 3 | 3 | -1 | -1 | 3 | -1 | -2
Cc1oc(/C=N/NC(=O)CC2(C)OCCO2)cc1Br | -2 | -10 | 7 | 14 | 5 | -2 | 0 | 2 | -1
CSc1cccc(NC(=O)/C=C/c2ccc(Cl)cc2)c1 | 0 | -18 | -1 | -30 | 3 | -43 | -8 | 0 | -1
CN(C)CCNC(=O)CN1C(=O)COc2ccc(C(C)(C)C)cc21 | 0 | -13 | 0 | 7 | 4 | -9 | -13 | 3 | 0
Cc1cc(Cl)ccc1NNC(=O)c1c(C)noc1C | 13 | 5 | 6 | 28 | · | -1 | -12 | 2 | 1
O=C(NC1CCCCCC1)C1CCN(c2nc3ccccc3o2)CC1 | -1 | -7 | 3 | -19 | 1 | 10 | -11 | 1 | 5
Cc1cc(C)nc(SCc2nnc(SCC(=O)Nc3nc(-c4ccccc4)cs3)n2-c2ccccc2)n1 | 14 | 1 | 1 | 5 | 4 | -9 | -12 | 1 | -2
COc1cccc(NC(=S)NC2CC3CCCC(C2)N3C2CCCC2)c1 (stereo unspecified) | 21 | 11 | 3 | 5 | -8 | -2 | 4 | 2 | 2

Profiles from above. Screens in order: Hck-Nef inh, NPY-Y2 PAM-ag, p97 ATPase inh, NPY1 pot ag, NPY Y1 blocker, RBBP9 inhibitor, Mdm2 ligase inh, Runt-CBFb FRET, Runt-SMMHC FRET
`Cn1cc(Br)c(C(=O)N2CCc3ccccc32)n1` across the screens: 1, -2, 3, 3, -1, -1, 3, -1, -2
`Cc1cc(C)nc(SCc2nnc(SCC(=O)Nc3nc(-c4ccccc4)cs3)n2-c2ccccc2)n1` across the screens: 14, 1, 1, 5, 4, -9, -12, 1, -2

New compounds follow
SMILES | Hck-Nef inh | NPY-Y2 PAM-ag | p97 ATPase inh | NPY1 pot ag | NPY Y1 blocker | RBBP9 inhibitor | Mdm2 ligase inh | Runt-CBFb FRET | Runt-SMMHC FRET
CCOc1nc(NCCN2CCOCC2)nc(NC(C)C)n1 | -7 | 6 | 0 | 1 | 1 | -3 | 2 | -2 | -2
Cc1sc(NC(=O)/C=C/c2ccco2)c(C(=O)OC(C)C)c1C | 4 | 1 | 8 | 19 | 0 | -2 | -2 | -3 | -20
c1ccc(CSc2nnc(-c3ccco3)n2Cc2ccco2)cc1 | 5 | -2 | -5 | 6 | -1 | -10 | -5 | 10 | -1
Cc1sc2ncnc(NCC3COc4ccccc4O3)c2c1C (stereo unspecified) | 3 | 25 | 2 | -73 | 4 | -8 | -30 | -1 | 1
Cc1ccccc1NC(=S)/C(=C(\[O-])c1cc(C)n(Cc2ccccc2Cl)c1C)[n+]1ccccc1 | -1 | 1 | 4 | -5 | 2 | -4 | -6 | 6 | -3
CCc1ccc(OCc2nnc(SCC(=O)Nc3cccc(C(=O)N4CCOCC4)c3)o2)cc1 | 27 | 14 | 3 | 3 | -4 | -4 | 1 | -5 | 3
O=C(NCCSCc1c(F)cccc1Cl)c1ccc(CN2CCOCC2)cc1 | 4 | 2 | -5 | 4 | -4 | -6 | -9 | -6 | -1
O=C(COc1ccccc1)NC1CCCc2ccccc21 (stereo unspecified) | 3 | 7 | 2 | 5 | 7 | 0 | -7 | -4 | -3
Cc1cc(NC(=O)CSc2nnc(C3COc4ccccc4O3)o2)no1 (stereo unspecified) | -23 | 13 | 5 | 1 | 4 | -4 | -12 | 5 | 7
Cc1ccc2c(c1)-c1c(ssc1=S)C(C)(C)N2C(=O)CN1C(=O)c2ccccc2C1=O | -1 | 1 | 0 | 32 | 2 | 5 | -15 | 7 | 0
Cc1ccc(O)c(NC(=O)CN(C)S(=O)(=O)c2ccc(Cl)cc2)c1 | -6 | -25 | 0 | 4 | · | -7 | 8 | -2 | 2
COc1cc(OC)c2c(-c3ccccc3)cc(=O)oc2c1C(CC(=O)N1CCCC1)c1ccc2c(c1)OCO2 (stereo unspecified) | 15 | · | · | · | · | · | 4 | -3 | -2
COc1ccc(NC(=O)c2cccs2)cc1 | -7 | -3 | -6 | -10 | -1 | -5 | -9 | -2 | 2
CC(=O)CC1(C)OC(N)=C(C#N)C1(C#N)C#N (stereo unspecified) | 0 | 1 | 1 | 9 | 2 | -8 | -19 | 0 | -13
O=C(CCn1c(=O)sc2ccccc21)NCCN1CCOCC1 | 0 | -5 | -6 | 2 | 2 | -4 | · | · | ·
Cc1nn(-c2ccc(Cl)cc2Cl)c(C)c1C(=O)O | 6 | -13 | 2 | 12 | 11 | -8 | -4 | 0 | -5
